TEAD-YAP block: TEAD-YAP interaction inhibition; HEK-TIYL cells, TEAD-Gal4/YAP UAS-luciferase luminescence; inhibition, % at 9.12 µM; actives 1.4% (n = 640,000); in the data active = inhibition above about 32%;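 also: 0% = median of test compound wells and 100% = reference inhibitor wells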
MITF inh: human MITF inhibition, primary screen | O75030 | AlphaScreen MITF homodimerization, bead proximity signal | inhibition, % at 2.6 µM | actives 0.91% (n = 650,000) | AID 1259374; in the data active = inhibition above about 50%;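 also: 0% = vehicle wells with protein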
Target sequence (O75030 whole entry, looked up): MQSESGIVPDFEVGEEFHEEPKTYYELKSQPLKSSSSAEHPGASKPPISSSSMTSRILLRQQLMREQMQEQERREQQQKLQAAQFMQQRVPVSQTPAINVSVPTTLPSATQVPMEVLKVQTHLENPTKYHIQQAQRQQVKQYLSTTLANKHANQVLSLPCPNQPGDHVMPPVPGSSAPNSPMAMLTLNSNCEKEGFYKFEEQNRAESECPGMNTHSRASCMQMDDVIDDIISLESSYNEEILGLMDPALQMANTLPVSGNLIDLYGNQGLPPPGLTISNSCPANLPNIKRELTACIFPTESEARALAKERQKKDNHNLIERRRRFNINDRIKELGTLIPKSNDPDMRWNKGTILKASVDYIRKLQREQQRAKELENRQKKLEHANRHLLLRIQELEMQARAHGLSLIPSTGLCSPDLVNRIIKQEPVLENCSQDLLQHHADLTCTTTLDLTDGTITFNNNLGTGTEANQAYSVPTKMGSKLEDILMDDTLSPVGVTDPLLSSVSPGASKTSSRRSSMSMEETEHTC
FBW7 act: human FBW7 E3 ligase activation, primary screen; Q969H0; AlphaScreen FBW7–phospho-cyclin E peptide binding, activator screen; normalized activity (activation), % at 26.1 µM; actives 0.13% (n = 650,000); AID 1259310; in the data active = normalized activity above about 1.9%;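 also: purified mutant Fbw7 with reduced substrate affinity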
GPR151 ag: activates the human receptor GPR151; PathHunter beta-arrestin GPR151 cells, luminescence; activation, % at 11.2 µM; actives 1% (n = 650,000); in the data active = activation above about 4.9%;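 also: 0% = median of compound wells and 100% = cells with positive control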
Target sequence (Q8TDV0 whole entry, looked up): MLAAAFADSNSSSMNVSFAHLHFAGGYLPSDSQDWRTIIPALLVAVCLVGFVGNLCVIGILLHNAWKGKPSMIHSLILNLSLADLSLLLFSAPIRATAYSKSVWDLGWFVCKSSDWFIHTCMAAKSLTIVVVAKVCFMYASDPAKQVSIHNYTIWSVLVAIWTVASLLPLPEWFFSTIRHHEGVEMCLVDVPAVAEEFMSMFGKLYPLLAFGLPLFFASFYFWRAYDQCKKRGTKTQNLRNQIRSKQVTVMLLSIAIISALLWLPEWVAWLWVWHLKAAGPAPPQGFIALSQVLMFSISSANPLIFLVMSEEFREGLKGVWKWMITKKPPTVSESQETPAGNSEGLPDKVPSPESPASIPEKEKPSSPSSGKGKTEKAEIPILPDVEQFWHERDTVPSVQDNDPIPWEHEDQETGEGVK
Starred values were filed as active, the others as inactive.

SMILES	TEAD-YAP block	MITF inh	FBW7 act	GPR151 ag
COc1ccc(NS(=O)(=O)c2ccc(Br)c(C(=O)Nc3ccccc3)c2)cc1	0	3	0.2	6.2*
CC(C)N(C(=O)CSc1nnc(-c2ccncc2)n1C)C(C)C	4	-13	0.0	1.3
O=C(CN1C(=O)NC2(CCOc3ccccc32)C1=O)NCC(F)(F)F (stereo not given)	-5	-7	-0.2	1.4
COC(=O)c1ccccc1NC(=S)N1CCC(NC(=O)c2ccco2)CC1	-9	-7	0.2	-0.4
Cc1ccc(S(=O)(=O)Nc2ccc(S(=O)(=O)Nc3nccs3)cc2)cc1C	3	-1	0.0	2.2
O=c1c(NC2CCCCC2)c(-c2ccccc2)c1=O	-14	-6	0.1	-1.6
O=C(CN(Cc1ccco1)S(=O)(=O)c1ccccc1)N/N=C/c1ccccc1C(=O)O	5	11	0.0	0.1
CCOC(=O)c1cccc(NC(=O)CCCOc2ccc(Cl)cc2)c1	15	1	0.3	-0.3
CC(=O)Nc1cc[n+](C(C)C(=O)c2ccccc2)cc1 (stereo not given)	11	5	0.8	2.1
O=C(Nc1ccccc1Cl)N1CCCC(c2nc3ccccc3[nH]2)C1 (stereo not given)	3	-1	-0.1	-0.5
Cc1cc(C=C2C(=O)OC3(CCCC3)OC2=O)c(C)n1-c1ccc([N+](=O)[O-])cc1	0	-6	1.5	-0.2
O=C(CCSc1ccccc1)Nc1sc2c(c1-c1nc3ccccc3s1)CCCC2	5	11	0.1	-0.4
C=CCOC(=O)C1=C(C)NC(SCC(=O)OCC)=C(C#N)C1c1cccs1 (stereo not given)	-10	14	0.6	-2.1
CCN(CC)S(=O)(=O)c1ccc2oc(=S)[nH]c2c1	-8	9	0.0	0.2
Nc1nnnn1/N=C/c1ccc(-c2cccc(Cl)c2Cl)o1	-4	0	0.0	1.2
CC(CCc1ccccc1)NC(=O)Cn1ncc2c(=O)oc3ccccc3c21 (stereo not given)	8	15	0.1	1.7
CCOc1ccc(C(=O)Nc2cc(Cl)ccc2C)cc1[N+](=O)[O-]	-4	21	0.0	0.0
Brc1ccccc1OCCn1ccnc1	2	16	0.6	1.7
CCOc1ccc(/C=C2/NC(=O)NC2=O)c(OCC)c1	2	11	-0.1	-0.7
CS(=O)(=O)Nc1cccc(-c2ccnc(Nc3ccc(CC(N)=O)cc3)n2)c1	37*	9	0.1	-0.5
O=c1[nH]c(=S)[nH]c(O)c1C=Nc1cccc(Br)c1	-1	0	-0.3	-0.8
COC(=O)C1=CN(Cc2cccs2)C=C(C(=O)OC)C1c1cc(OC)c(OC)c(OC)c1	5	-7	0.3	-1.2
O=C(c1ccc(Cn2c(=S)[nH]c3cc4c(cc3c2=O)OCO4)cc1)N1CCN(c2ncccn2)CC1	1	7	0.0	-1.1
CCC(=O)N(C)C(Cc1ccc(F)cc1F)C1CCN(C(=O)c2ccnc(Cl)c2)CC1 (stereo not given)	-44	-1	0.1	1.3
O=C(Nc1cccc(Cl)c1N1CCN(C2CC2)CC1)c1ccc(Br)o1	1	8	0.2	-0.2
(more compounds)
SMILES	TEAD-YAP block	MITF inh	FBW7 act	GPR151 ag
O=C(N[C@H]1C[C@H]2C(=O)N[C@@H](COCc3ccccc3)C(=O)N2C1)c1ccc2ccccc2c1	-3	-6	-0.1	0.5
CC(C)(C)CN1CCNC(=O)C1CC(=O)NC1Cc2ccccc2C1 (stereo not given)	8	-14	-0.1	0.5
CCOCCSc1nc(N2CCOCC2)c2c(c1C#N)CC(C)(C)OC2	0	3	0.3	0.0
Cc1ccc2ncnc(-c3ccccc3)c2c1	6	-16	-0.1	1.0
Cc1ccc(NC(=O)C2C3NC(=S)N(c4ccc(Br)cc4)C2(C)Oc2ccccc23)c(C)c1 (stereo not given)	4	1	-0.2	-0.8
Cc1cc(=O)n(C)c(=O)n1CCCNC(C)c1ccccc1 (stereo not given)	7	84*	0.0	-0.8
O=C(CSc1n[nH]c(=O)n1C1CC1)Nc1ccc(Cl)c(Cl)c1	5	11	0.1	-0.2
COc1ccc(C(C[N+](=O)[O-])n2nc(C)cc2C)cc1OC (stereo not given)	-10	-2	-0.1	0.5
O=C(Cc1cn(-c2ccc(Nc3nccc4ccccc34)nn2)c2ccccc12)NCc1cccnc1	8	9	0.1	2.1
CCC1(C)NC(=O)N(CC(=O)Nc2cccc(C#N)c2)C1=O (stereo not given)	12	-14	0.1	0.3
Cc1cc(C)cc(NC(=S)N(Cc2ccccc2Cl)C2CCCC2)c1	7	-8	0.0	-0.5
Cc1ccc2ccccc2c1Cn1c(-n2ccnc2)nc2c1c(=O)n(C)c(=O)n2C	9	12	0.4	1.7
CCC(=O)Nc1ccc2c(c1)C(=O)N(c1cccc(C)c1C)C2=O	11	-12	0.1	-1.5
O=C(Nc1ccc(-c2ccccc2)cc1[N+](=O)[O-])c1ccccc1Br	-14	2	-0.4	0.6
COc1cc(C(=O)OC(C)CN2CCCC2)cc(OC)c1OC (stereo not given)	0	-7	-0.1	-0.1
CCCCNS(=O)(=O)c1ccc(NC(=O)CCCc2ccccc2)cc1	6	17	0.1	-1.7
O=[N+]([O-])c1ccc(-c2ccc(C=Nc3ccc(S(=O)(=O)Nc4ncccn4)cc3)o2)cc1	8	7	0.1	0.4
COc1ccc(C(C)NC(=O)c2ccccc2)cc1OC (stereo not given)	-7	-2	0.1	-0.2
O=S(=O)(c1ccc(NCc2ccccc2)cc1)N1CCOCC1	8	-10	0.0	1.0
O=C1Nc2ccc([N+](=O)[O-])cc2C1=Nc1ccccc1	2	17	0.3	0.7
CCOC(=O)C1=C(C)NC2=C(C(=O)C(C(=O)OCC)C(c3ccc(OC)cc3)C2)C1c1ccc(C)cc1 (stereo not given)	-6	7	-0.2	1.4
O=C(COc1ccc(Cl)cc1Br)N/N=C/c1ccc([N+](=O)[O-])c(O)c1	-5	-10	0.0	-0.2
CCN(CC)C(=O)CSc1nc2c(sc(=S)n2-c2ccccc2)c(=O)n1-c1ccccc1	-4	2	0.0	-0.7
NC(=O)c1ccc(NC(=O)Nc2ccc(F)c(Cl)c2)cc1	-20	3	-0.2	-0.2
O=[N+]([O-])c1ccc2c(OCc3nnc(-c4ccccc4Br)o3)ncnc2c1	3	10	-0.2	0.0
Next records.
SMILES	TEAD-YAP block	MITF inh	FBW7 act	GPR151 ag
O=C(/C=C/Nc1cccc(F)c1)c1ccc(Cl)cc1	-31	3	0.0	0.0
O=Cc1cc(Cl)ccc1OCC(=O)Nc1ccc(F)cc1	-57	8	0.1	11*
O=C(NC1CCCCC1)N1CCN(c2ccccc2Cl)CC1	3	-15	0.0	-0.5
CCOC(=O)C1(Cc2cccc(Cl)c2)CCCN(C(=O)CCn2cnnn2)C1 (stereo not given)	-29	-2	-0.2	-1.5
CCCC1(CCC)NC(=O)N(CC(=O)Nc2ccc(Cl)cc2Cl)C1=O	14	5	0.0	0.5
CCN(CC)S(=O)(=O)c1ccc(C(=O)Nc2c3c(nn2-c2cccc(Cl)c2)CSC3)cc1	0	6	0.0	2.5
NC(=O)c1ccc(NC(=O)COC(=O)c2cc3c(s2)CCC3)cc1	1	49	-0.2	-0.6
CN(Cc1ccccc1)S(=O)(=O)c1ccc(OCC(=O)N2CCC(C(N)=O)CC2)cc1	1	-7	-0.2	0.5
O=C(Nc1ccc(Br)cc1)c1nn2c(c1Br)NC(c1cccs1)CC2C(F)(F)F (stereo not given)	8	7	0.2	-1.8
CCSCCOC(=O)C1=C(C)NC2=C(C(=O)C(C(=O)OC)C(C)C2)C1c1cccc(Oc2ccccc2)c1 (stereo not given)	-2	3	0.8	-0.5
Cc1csc(=O)n1CCCC(=O)O	6	12	0.2	0.7
CCC(COC)NC(=O)C1CCN(c2nc(C)c3cc(C)c(C)cc3n2)CC1 (stereo not given)	-8	-8	0.1	-0.9
O=C(O)c1ccc([N+](=O)[O-])cc1N1C(=O)C2C3CCC(C3)C2C1=O (stereo not given)	0	-2	0.2	1.1
CC(=O)Oc1ccc(C(=O)N2CCN(c3ccc(F)cc3)CC2)cc1	-5	18	1.1	-1.0
CCOCCn1c(CN2CCN(c3ccc(OC)cc3)CC2)nc2c1c(=O)[nH]c(=O)n2C	6	-1	0.8	-0.8
CCOc1ccccc1Nc1nnc(SCC#N)s1	1	-15	-0.3	-2.0
CC(=O)c1ccc(NC(=O)CSc2nc3ccc(NC(=O)c4ccccc4Br)cc3s2)cc1	-8	16	0.1	0.9
C=CCNC(=O)c1sc(=S)n(CC)c1N	-10	60*	-0.1	0.0
Clc1ccccc1Nc1ncnc2scc(-c3ccccc3)c12	-2	-1	0.1	-0.1
Cc1cc(=O)nc2c3ccccc3n(C(C)C(=O)Nc3ccc(F)cc3F)n12 (stereo not given)	-6	2	-0.1	-0.4
Cc1ccccc1CN1CCN(C=O)CC1	-2	11	0.9	-0.1
Cc1cc(C)n2nc(C(=O)Nc3ccccc3N3CCOCC3)nc2n1	3	-3	-0.1	1.8
CCOc1ccc(S(=O)(=O)Nc2ccc(C(=O)OC)cc2)cc1	-7	2	-0.1	-0.5
O=C(O)CSc1nnc2n(Cc3ccccc3)c3ccccc3n12	-3	4	0.1	-0.1
COc1cccc(CN2CCN3C(=O)[C@@H]([C@H](C)O)NC(=O)[C@H]3C2)c1	0	-17	-0.2	-0.3
(list continues)
SMILES	TEAD-YAP block	MITF inh	FBW7 act	GPR151 ag
Cc1cccc(CC(=O)Nc2cnn(-c3cccc(C(=O)Nc4ccc(N5CCOCC5)cc4)c3)c2)c1	-9	4	-0.4	0.4
Cc1cc(=O)n2nc(N3CCC(C(=O)NCc4ccco4)CC3)sc2n1	5	6	0.0	-0.3
CC(=O)/C(=C1\NC(C)(C)CC12C=CC(=O)C=C2)c1ccccc1	3	13	0.2	0.1
COCCn1nnnc1C(c1ccccn1)N1CCC(O)CC1 (stereo not given)	-1	-4	-0.1	1.4
CCOC(=O)N/N=C\c1ccc([N+](=O)[O-])s1	3	4	0.0	-0.2
COc1ccc(C2(C(=O)N3CCC(n4cnc5cccnc54)CC3)CCCC2)cc1	-14	-4	0.1	-0.1
CC(=O)c1ccc(NC(=O)c2cccc(I)c2)cc1	-38	11	0.2	0.1
O=C(COc1ccc(F)cc1)NCc1ccsc1	-2	12	0.4	0.0
COC(=O)C1=C(C(=O)OC)SC2(S1)C(C(=O)OC)=C(C(=O)OC)SC1=C2c2cc(C)c(C)cc2NC1(C)C	4	19	-1.7	5.8*
CCn1c2ccccc2c2cc(C3C(C(=O)OCCOC)=C(C)NC4=C3C(=O)CCC4)ccc21 (stereo not given)	7	1	0.2	-2.0
COc1cccc(CN2C(=O)C3C(C(=O)Nc4cccc(Cl)c4)C4C=CC3(O4)C2C(=O)NC2CCCCC2)c1 (stereo not given)	0	7	0.3	-1.0
Cc1ccc(C(=O)NCCCCc2ccccc2)o1	-4	14	0.2	-0.7
Cc1nn(CC(=O)NC(C)C)c(=O)c2cc3ccsc3n12	-1	9	0.0	0.7
COc1ccc(NC(=O)CCN2CCN(Cc3ccccc3)CC2)cc1	6	-6	-0.3	-1.5
CCCn1c(=N)n(CCOc2ccccc2)c2ccccc21	0	7	0.1	0.2
COc1cccc(NC(=O)C2CC(=O)N(c3ccc(Br)cc3)C2)c1 (stereo not given)	0	11	-0.1	0.5
O/C(=C\c1nc2ccccc2nc1/C=C(\O)c1ccccc1)c1ccccc1	-30	8	0.0	-0.7
CCSc1nnc(NC(=O)c2cccc(N3C(=O)c4ccccc4C3=O)c2)s1	-2	9	0.1	-0.8
CCN(CC)C(=O)c1cc2c(=O)[nH]c3ccccc3c2s1	-38	-5	-0.2	0.2

Given in markdown: 15 of the compounds above
| SMILES | TEAD-YAP block | MITF inh | FBW7 act | GPR151 ag |
| --- | --- | --- | --- | --- |
| CCOC(=O)N/N=C\c1ccc([N+](=O)[O-])s1 | 3 | 4 | 0.0 | -0.2 |
| COc1ccc(C2(C(=O)N3CCC(n4cnc5cccnc54)CC3)CCCC2)cc1 | -14 | -4 | 0.1 | -0.1 |
| CC(=O)c1ccc(NC(=O)c2cccc(I)c2)cc1 | -38 | 11 | 0.2 | 0.1 |
| O=C(COc1ccc(F)cc1)NCc1ccsc1 | -2 | 12 | 0.4 | 0.0 |
| COC(=O)C1=C(C(=O)OC)SC2(S1)C(C(=O)OC)=C(C(=O)OC)SC1=C2c2cc(C)c(C)cc2NC1(C)C | 4 | 19 | -1.7 | 5.8* |
| CCn1c2ccccc2c2cc(C3C(C(=O)OCCOC)=C(C)NC4=C3C(=O)CCC4)ccc21 (stereo not given) | 7 | 1 | 0.2 | -2.0 |
| COc1cccc(CN2C(=O)C3C(C(=O)Nc4cccc(Cl)c4)C4C=CC3(O4)C2C(=O)NC2CCCCC2)c1 (stereo not given) | 0 | 7 | 0.3 | -1.0 |
| Cc1ccc(C(=O)NCCCCc2ccccc2)o1 | -4 | 14 | 0.2 | -0.7 |
| Cc1nn(CC(=O)NC(C)C)c(=O)c2cc3ccsc3n12 | -1 | 9 | 0.0 | 0.7 |
| COc1ccc(NC(=O)CCN2CCN(Cc3ccccc3)CC2)cc1 | 6 | -6 | -0.3 | -1.5 |
| CCCn1c(=N)n(CCOc2ccccc2)c2ccccc21 | 0 | 7 | 0.1 | 0.2 |
| COc1cccc(NC(=O)C2CC(=O)N(c3ccc(Br)cc3)C2)c1 (stereo not given) | 0 | 11 | -0.1 | 0.5 |
| O/C(=C\c1nc2ccccc2nc1/C=C(\O)c1ccccc1)c1ccccc1 | -30 | 8 | 0.0 | -0.7 |
| CCSc1nnc(NC(=O)c2cccc(N3C(=O)c4ccccc4C3=O)c2)s1 | -2 | 9 | 0.1 | -0.8 |
| CCN(CC)C(=O)c1cc2c(=O)[nH]c3ccccc3c2s1 | -38 | -5 | -0.2 | 0.2 |
